Screens as filed in PubChem.
DUSP3 inh: VHR1 phosphatase inhibitors, primary screen, biochemical, absorbance, uHTS; recombinant VHR phosphatase, pNPP absorbance; 290,000 tested, 0.52% active; inhibition, % at 13.3 µM; Dual specificity protein phosphatase 3 (Homo sapiens), P51452; AID 1654, 2009; in the data active = inhibition above about 50%; also: some compounds called inactive have numbers as strong as hits
Target sequence (P51452 whole entry, looked up): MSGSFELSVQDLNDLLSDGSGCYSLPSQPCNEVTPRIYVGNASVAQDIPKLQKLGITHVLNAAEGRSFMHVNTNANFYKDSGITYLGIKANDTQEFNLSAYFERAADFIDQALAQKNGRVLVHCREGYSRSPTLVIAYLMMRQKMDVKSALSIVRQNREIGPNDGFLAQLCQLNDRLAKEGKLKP
Rv3671c protease: Rv3671c serine protease inhibitors, primary screen, biochemical, fluorescence polarization, M. tuberculosis H37Rv; P9WHR9; AID 2606, 2010; inhibition, % at 5.96 µM; 320,000 tested, 0.048% active; in the data active = inhibition above about 38%;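 also: extracellular domain of Rv3671c used as enzyme; 0% = enzyme with DMSO and 100% = no enzyme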
Target sequence (P9WHR9 whole entry, looked up, the tested form may be a part): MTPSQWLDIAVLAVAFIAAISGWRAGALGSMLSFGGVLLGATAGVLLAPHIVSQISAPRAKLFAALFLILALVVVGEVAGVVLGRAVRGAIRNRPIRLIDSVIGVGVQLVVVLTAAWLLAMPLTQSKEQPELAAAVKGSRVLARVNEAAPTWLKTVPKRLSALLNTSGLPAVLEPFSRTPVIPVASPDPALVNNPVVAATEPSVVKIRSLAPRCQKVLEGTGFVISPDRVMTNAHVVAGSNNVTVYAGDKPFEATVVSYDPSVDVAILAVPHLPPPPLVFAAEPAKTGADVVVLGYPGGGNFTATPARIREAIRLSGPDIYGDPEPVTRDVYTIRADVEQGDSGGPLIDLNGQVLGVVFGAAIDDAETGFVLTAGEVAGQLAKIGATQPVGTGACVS
MazF activator: activators of E. coli MazEF toxin-antitoxin RNase, primary screen, biochemical, fluorescence, uHTS; FAM/BHQ RNA-DNA oligo cleavage fluorescence, 5 h; activation, % at 20 µM; 350,000 tested, 0.32% active; in the data active = activation above about 50%
Target sequence (P0AE70 whole entry, looked up): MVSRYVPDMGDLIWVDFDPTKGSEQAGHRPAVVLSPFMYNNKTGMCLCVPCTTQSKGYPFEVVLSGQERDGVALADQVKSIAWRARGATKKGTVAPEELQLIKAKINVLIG
PriA SSB inh: inhibitors of Klebsiella pneumoniae PriA binding to SSB C-terminal tail, primary screen, biochemical, AlphaScreen. PriA–SSB C-terminal tail interaction (Klebsiella pneumoniae). AlphaScreen SSBct-PriA binding, biotinylated peptide. inhibition, % at 33 µM. 430,000 tested, 0.6% active. AID 1272365, 2023; in the data active = inhibition mostly above about 37%, no sharp cut-off; inactive = mostly below about 20%;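 also: plate controls were negative control peptide for no effect and reference peptide for full effect; strong numbers were not always called active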
3CLpro inhibitor: SARS-CoV 3CLpro protease inhibitors, primary screen, biochemical, quenched FRET; recombinant SARS-CoV 3CLpro, quenched FRET peptide cleavage; 290,000 tested, 0.14% active; Replicase polyprotein 1ab (Severe acute respiratory syndrome coronavirus), P0C6X7; inhibition, % at 6 µM; in the data active = inhibition above about 12%
PrPC surface inh: inhibitors of human cell surface prion protein PrPC, primary screen, cell-based, TR-FRET | TR-FRET read-out | inhibition, % at 13.8 µM | 370,000 tested, 0.43% active | AID 720596, 2013; in the data active = inhibition above about 24%; also: 0% = median of the test wells and 100% = reference compound wells
CCHF vOTU inh: CCHFV vOTU protease inhibitors, primary screen, biochemical, Pep-AMC substrate, fluorescence | 370,000 tested, 0.55% active | Crimean-Congo hemorrhagic fever virus L polyprotein viral ovarian tumor (vOTU) protease … | inhibition, % at 11.5 µM | AID 651958, 2012; in the data active = inhibition above about 30%; also: 0% = vehicle wells with enzyme and 100% = no enzyme wells
Y pestis TopoI: Yersinia pestis topoisomerase I inhibitors, primary screen, biochemical, cleavage product accumulation, plate reader, single point; Y. pestis Topo-I cleavage product accumulation; 360,000 tested, 0.064% active; DNA topoisomerase I (Yersinia pestis CO92); AID 504884, 2011; activity, % at 10 µM; in the data active = activity above about 50%, passing the limit was not always enough; also: inactives centre near 2
TcdB GH inh: TcdB glycohydrolase inhibitors, primary screen, biochemical, single point, plate reader | Toxin B (Clostridioides difficile), P18177 | TcdB glycohydrolase enzymatic assay | inhibition, % at 9.99 µM | 350,000 tested, 0.24% active | AID 652162, 2013; in the data active = inhibition above about 10%
Vc quorum ag: inducers of Vibrio cholerae quorum light production without autoinducers, primary screen, BH1578 luxS cqsA deficient, single point. V. cholerae BH1578 lux reporter, luminescence, 6 h. activation, % at 18.7 µM. 350,000 tested, 0.16% active. AID 588436, 2011; in the data active = activation mostly above about 9.7%, no sharp cut-off; also: not every result past the cut was called active; inactives centre near 0; reference of the scale not given here
Active calls of the source: *; i = inactive; . = not tested or not shown; & = joins results of further samples.

Below each compound – DUSP3 inh, Rv3671c protease, MazF activator, PriA SSB inh, 3CLpro inhibitor, PrPC surface inh, CCHF vOTU inh, Y pestis TopoI, TcdB GH inh, Vc quorum ag
Cc1ccc(C(=O)CC(Nc2ccc(F)cc2)c2ccccc2)cc1 (configuration not stated)
  5, -4, -4, -5, 3, 8, -16, -3, ., -0.3
NC(=O)c1ccsc1NC(=O)CN1C(=O)C2CC=CCC2C1=O (configuration not stated)
  5, 0, -12, -15, -3, 5, -4, 4, ., -0.5
O=C(NC1CCCCC1)NC1CCN(CC(=O)N2CCOCC2)CC1
  0, -5, 0, -3, 0, -3, -18, 1, ., i
O=C(CCCc1ccccc1)Nc1ccnn1C1CCN(Cc2ccccn2)CC1
  32, -5, -4, -11, 1, 0, 4, 3, 1.5, i
CC(C(=O)Nc1ccccc1Br)N1c2cccc3cccc(c23)S1(=O)=O (configuration not stated)
  6, -4, 4, -44, -2, -3, 0, 25, 0.1, i
CC1CCCCN1Cc1c(O)ccc2c(=O)c(-c3ccccc3)coc12 (configuration not stated)
  7, -5, 4, 0, 4, 0, -78, 0, 0.3, i
C/C(N)=C(/C#N)C(=O)COC(=O)CCSc1ccccc1
  -16, -5, 3&0, 1, 9, 5&5, -2&2, 3&3, -6.2, -0.2
CCc1cccc(C)c1NC(=O)CN(C)Cc1ccccc1F
  -4, 4, -2, -22, -1, 10, 7, 9, ., -0.2
CC(=O)OCCCN(C)CC/C=C1/c2ccccc2CSc2ccccc21
  ., -2, -8, -3, ., -5, -8, 1, 0.2, -0.9
Nc1nnc(SCC(=O)NNC(=O)c2ccc([N+](=O)[O-])cc2)s1
  ., -8, 2, -17, ., -24, 0, 4, 0.0, i
COC(=O)CCCCC(=O)OC
  ., 10, 2, -3, ., 1, -8, -15, -0.4, -0.4
O=C(NCc1ccc(OC(F)(F)F)cc1)c1cc(-c2ccccc2)nn1CC1CC(c2cccnc2)=NO1 (configuration not stated)
  ., -9, 5, 0, ., 4, 7, 24, ., i
COc1ccc(CNC(C)C(=O)Nc2ccc3ccccc3c2)cc1OC (configuration not stated)
  9, -1, 8, -7, 6, 4, -11, 1, 1.5, 1.4
O=C(COC(=O)c1cc(-c2ccc(F)cc2)nc2ccccc12)NCC1CCCO1 (configuration not stated)
  5, -12, -1, -16, 1, 5, -18, 20, 0.7, -2.2
Cc1ccc(C(=O)N[C@H](C(=O)N2CCN(c3ccccc3F)CC2)C(C)C)cc1
  25, 2, -5, 7, -6, 0, 7, -6, -0.3, -0.5
CCC(=O)N(CCO)Cc1cc2ccc(C)c(C)c2[nH]c1=O
  -10, -3, 8, 5, 2, 6, 17, 1, ., i
N#Cc1cnc(SCC(=O)Nc2ccccc2C(F)(F)F)nc1N
  13, -18, -6, -2, -1, -4, -10, -2, -0.3, -0.2
Cc1ccc(C)c(S(=O)(=O)N(C)c2ccc(OC(=O)C3CCN(C(=O)Nc4ccccc4)CC3)cc2)c1
  ., ., 0, -17, ., -3, -2, 6, -6.0, i
CCC(C)NC(=O)CSc1nc2ccsc2c(=O)n1-c1ccc(OC)cc1 (configuration not stated)
  -1, 6, 7, -29, -4, -1, -6, 4, ., -0.7
O=C(CCc1nnc(CCc2ccccc2)o1)N1CCCC1c1nccs1 (configuration not stated)
  18, -1, -2, -8, 1, -3, -18, -2, 0.8, -0.5

Compound profiles (already shown). Order of screens: DUSP3 inh | Rv3671c protease | MazF activator | PriA SSB inh | 3CLpro inhibitor | PrPC surface inh | CCHF vOTU inh | Y pestis TopoI | TcdB GH inh | Vc quorum ag
CC(C(=O)Nc1ccccc1Br)N1c2cccc3cccc(c23)S1(=O)=O (configuration not stated) across the screens: 6 | -4 | 4 | -44 | -2 | -3 | 0 | 25 | 0.1 | i
Cc1ccc(C)c(S(=O)(=O)N(C)c2ccc(OC(=O)C3CCN(C(=O)Nc4ccccc4)CC3)cc2)c1 across the screens: . | . | 0 | -17 | . | -3 | -2 | 6 | -6.0 | i

(list continues)
Below each compound – DUSP3 inh, Rv3671c protease, MazF activator, PriA SSB inh, 3CLpro inhibitor, PrPC surface inh, CCHF vOTU inh, Y pestis TopoI, TcdB GH inh, Vc quorum ag
CCC(C)(C)NC(=O)CN(Cc1ccccc1)C(=O)CCC(=O)Nc1nccs1
  -23, 8, 8, -2, 3, 1, 2, 4, 0.1, i
COc1ccc(-n2nnnc2SCC(=O)Nc2cc(OC)c([N+](=O)[O-])cc2C)cc1
  22, 5, 2, -16, 2, -2, -4, -3, 0.3, -0.1
CCN(C[C@H]1N[C@@](C)(C(=O)OC)[C@H]2C(=O)N(Cc3ccccc3)C(=O)[C@@H]12)S(=O)(=O)c1ccccc1
  ., -2, 1, -9, ., -1, -1, 18, 6.0, -0.5
CCOC(=O)Cn1nnnc1C(CC)N(Cc1cccs1)Cc1cc2cc(C)ccc2[nH]c1=O (configuration not stated)
  23, -1, 0, -13, 0, -2, -1, 25, ., -2.2
Cc1cccc(C)c1OCC(=O)N1CC2(C)CC1CC(C)(C)C2 (configuration not stated)
  31, -7, 2, 3, 0, 4, 18, 19, ., -2.2
Cc1noc(C)c1S(=O)(=O)N1CCN(c2ccc(Cl)cc2)CC1
  -26, -11, 9, 6, 4, -6, 7, 6, 0.9, i
O=C(CCn1c(=S)oc2ccccc21)Nc1ccccc1F
  1, 0, 3, -9, 2, -5, -6, 3, 0.0, -0.3
COc1ccc(/C(C)=N\NC(=O)c2ccc(-c3ccccc3)cc2)c(F)c1
  4, ., -11, ., 4, 2, 7, 16, 0.5, -0.4
Cc1ccc(C)c(S(=O)(=O)c2c[nH]c(=S)[nH]c2=O)c1
  12, -2, 8, -8, -1, -1, 17, 2, 1.4, -2.4
CC1CCN=C(N)S1 (configuration not stated)
  ., 5, 2, -3, ., -2, -1, 2, 0.2, i
O=C(CNS(=O)(=O)c1c(F)cc(F)cc1Br)OCC(=O)N1CCCC1=O
  ., 3, 0, -2, ., -8, -12, -5, 0.5, -1.8
CC(C)CC1(C(=O)NCCc2c[nH]c3ccccc23)C=CCN1C(=O)c1ccccc1 (configuration not stated)
  16, -5, -1, -10, 0, 10, 4, 12, -0.1, i
Cc1cccc(C)c1NC(=O)CCCSc1nnc(-c2ccco2)n1-c1ccccc1
  26, 2, -2, 5, 1, -8, 1, 14, 0.2, 1.4
COc1ccc(OC)c(N2CC(O)=C(c3nc4ccccc4s3)C2=N)c1
  44, -6, 4, -5, 2, 10, 8, -11, ., -0.3
Cc1[nH]n(-c2ccccc2)c(=O)c1N=Nc1ccc(F)cc1
  41, -6, 0, 27, -5, 0, 5, -5, 0.6, -0.6
FC(F)(F)c1nc(-c2cccs2)ncc1-c1nnnn1-c1ccc(Cl)cc1
  19, -9, 4, -18, -1, 2, -4, -1, ., -0.2
COc1ccccc1C(=O)COC(=O)Cn1nc(C)c([N+](=O)[O-])c1C
  ., 0, 3, -3, ., 4, 4, 5, -6.3, i
COC(=O)C(C)(C)ONC(=O)Nc1ccc(C)cc1
  27, 2, 6, -8, 5, -2, -16, -6, ., 1.7
COc1ccccc1NC(=S)NCc1ccc(Cl)cc1
  2, -2, -3, -3, 2, -1, -1, 3, 1.4, -0.6
CC(C)(C)c1ccc(-c2csc(NNC3=NCCCCC3)n2)cc1
  55*, 2, 6, 33, -3, 3, -4, -4, ., i

Compounds shown so far with bromine, in the order listed:
Below each compound – DUSP3 inh, Rv3671c protease, MazF activator, PriA SSB inh, 3CLpro inhibitor, PrPC surface inh, CCHF vOTU inh, Y pestis TopoI, TcdB GH inh, Vc quorum ag
CC(C(=O)Nc1ccccc1Br)N1c2cccc3cccc(c23)S1(=O)=O (configuration not stated)
  6, -4, 4, -44, -2, -3, 0, 25, 0.1, i
O=C(CNS(=O)(=O)c1c(F)cc(F)cc1Br)OCC(=O)N1CCCC1=O
  ., 3, 0, -2, ., -8, -12, -5, 0.5, -1.8

The list continues:
Below each compound – DUSP3 inh, Rv3671c protease, MazF activator, PriA SSB inh, 3CLpro inhibitor, PrPC surface inh, CCHF vOTU inh, Y pestis TopoI, TcdB GH inh, Vc quorum ag
CC(=O)N/C(=C\c1ccccc1)C(=O)OC/C=C/c1ccccc1
  6, 9, 2, -7, -3, -2, 4, 14, 3.6, -0.6
COc1ccc(NC(=O)C2CC(c3ccc(Cl)cc3)=NO2)cc1 (configuration not stated)
  -30, -2, 6, 5, 3, 7, 7, -2, -0.8, i
Cc1cc(C(=O)C(C)OC(=O)c2ccc(NC(=O)CC#N)cc2)c(C)n1-c1ccccc1 (configuration not stated)
  ., -76, -14, 0, ., 4, 28, -7, 0.9, -0.9
NC(N)=NS(=O)(=O)c1ccc(NC(=S)NC(=O)/C=C/c2ccco2)cc1
  -4, -11, -27, -5, 1, -7, -16, -2, ., -0.6
O=C1CC(c2ccccc2)CC(O)=C1C=NCCN1CCN(C(=S)Nc2cccc(Cl)c2)CC1 (configuration not stated)
  11, 2, -6, 1, 0, 5, -5, 2, ., -0.5
Fc1ccc(-c2nnc(-n3nnc4ccccc43)c3ccccc23)cc1
  ., -6, -18, 6&-10, 1, -3, -6, 0, ., -0.2
Cc1onc(-c2ccccc2Cl)c1C(=O)Nc1nnc(-c2cccc([N+](=O)[O-])c2)s1
  -2, 4, 2, 11, 2, -1, 11, -1, -0.4, -1.5
CCOC(=O)C1CCN(c2nc(C)nc3c2oc2ccccc23)CC1
  -14, -3, -10, -1, ., 4, 25, 29, ., i
CN1C(C(=O)NCc2ccco2)CC2Cn3c(nc4ccccc43)C21 (configuration not stated)
  ., -11, 1, -2, ., -3, -4, 9, -1.2, -0.3
COc1ccc(S(=O)(=O)Nc2ccc(S(=O)(=O)N(C)C)cc2)cc1[N+](=O)[O-]
  -2, -7, -14, -6, -5, -6, -3, -3, 1.5, -0.2
Cc1ccc(C(=O)O)cc1NC(=O)CSc1nnc(-c2ccccc2F)n1C1CCCCC1
  ., 11, -4, -1, ., 1, 14, 3, -0.4, i
Cc1ccc(C)c(N2CCN(C(=O)c3ccc(NS(=O)(=O)c4c(C)noc4C)cc3)CC2)c1
  11, 3, 4, -16, 3, -7, 10, 15, ., -5.6
O=C1Cc2ccccc2C(c2c(Cl)cccc2Cl)N1 (configuration not stated)
  39, -3, 6, -14, -1, 4, -17, 9, -0.7, -0.3
CC(C)=NOCC(=O)Nn1c(COc2c(C)cccc2C)nc2ccccc2c1=O
  7, 8, 7, -7, 6, 1, 1, 0, 0.8, -0.1
CC(=O)C12OC1CC1C3CCC4=CC(=O)CCC4(C)C3CCC12C (configuration not stated)
  0, -6, -11, -12, -5, -1, -9, 21, -0.4, i
COc1ccc(S(=O)(=O)Nc2ccc(Cl)cn2)c(C)c1C
  -26, 4, 1, 5, 3, 2, 1, -5, ., i

Not all compounds are listed. The share of hits here may be higher or lower than overall.
